From PubChem
All columns: NCI-60 one-dose screen, growth in % after 48 h at 10 µM unless noted; 100 = growth as untreated, 0 = no growth, -100 = all killed.
HS 578T: HS 578T breast cancer. 78,000 tested, 4.1% active. AID 1794788
LOX IMVI: LOX IMVI melanoma; 79,000 tested, 7.4% active; AID 1794757
MDA-MB-468: MDA-MB-468 breast cancer; 78,000 tested, 8.5% active; AID 2202374
MDA-MB-231: MDA-MB-231 breast cancer. AID 1794789. 81,000 tested, 5% active
T-47D: T-47D breast cancer | 79,000 tested, 5% active
MCF7: MCF7 breast cancer. 82,000 tested, 6.3% active
BT-549: BT-549 breast cancer | 78,000 tested, 4.4% active
MALME-3M: MALME-3M melanoma; AID 1794766; 78,000 tested, 5.8% active
* marks the source's active call; other numbers are inactive results; . = not tested or not shown; & = joins results of further samples; [ ] = dose if it differs, or a comment. How the source made its calls: active means growth percent below 10; inactive means the rest.

SMILES	HS 578T	LOX IMVI	MDA-MB-468	MDA-MB-231	T-47D	MCF7	BT-549	MALME-3M
COc1ccccc1NC(=O)C1CCC(=C2C(=O)OC(C)(C)OC2=O)N1 (stereo unspecified)	108	103	97	109	98	95	109	108
CCCCNC(=O)/C(=C/c1ccc2c(c1)OCO2)NC(=O)c1ccccc1	96	96	118	104	97	100	102	.
O=C(NCc1ccccc1)Nc1cc(Cl)ccc1Cl	104	108	.	103	105	92	.	100
CCCN1C(=O)/C(=c2\sc3n(c2=O)C2C(NN=3)N(CC)C(=O)N2CC)c2ccccc21 (stereo unspecified)	17	17	4.8*	14	28	9.9*	21	45
Cc1c[nH]c(=S)[nH]c1=S	99	95	93	99	79	97	105	98
CC(C)(C)OC(=O)CN1CCc2c(sc3ncnc(N/N=C/c4cccc5ccccc45)c23)C1	22	26	34	40	26	-25*	64	72
CCC(c1ccc(O)cc1)C(CC)c1ccc(OC)cc1 (stereo unspecified)	82	103	77	99	80	105	116	101
COc1cc(-c2csc(NC(=O)Nc3ccc(C)cc3)n2)cc(OC)c1OC	65	50	41	46	14	67	51	71
N#CC(NC(N)=O)c1ccccc1 (stereo unspecified)	112	98	112	104	97	93	105	100
Cc1ccc(CSCc2ccc(C(=O)NC3CC3)o2)cc1	92	58	49	35	48	25	98	96
O=C(c1cccs1)N1CCN(c2ccccc2)CC1	106	99	109	120	107	101	.	119
Cc1c(-c2ccc(C3CCCCC3)cc2)nc2ccc(F)cc2c1C(=O)O	75	8.7*	74	63	66	27	65	62
Nc1c(C(=O)c2ccc(Br)cc2)sc(S)c1-c1nc2ccccc2s1	94	98	112	84	71	74	103	99
C=CCNC(=O)SCC	100	100	108	111	103	102	105	106
O=c1ccn2nc3ccccc3c2[nH]1	134	96	96	91	95	107	98	87
COc1cc2c(cc1OC)C(c1cc(OC)c(OC)c(OC)c1)C1(O)C(=O)OCC1(O)C2 (stereo unspecified)	107&106	96	122	102&113	97&100	105&104	99&114	91&100
O=C(O)c1ccccc1-c1c2cc(Br)c(=O)c(Br)c-2oc2c(Br)c(O)c(Br)cc12	101&100	94&93	16&117	106&101	103&94	97&96	111&100	102&94
CC1(C)Nc2cccc3c(N=Nc4ccc(N=Nc5ccccc5)c5ccccc45)ccc(c23)N1	104	78	96	67	77	79	124	132
COc1ccc(-c2nc(N)nc3c(OC)nccc23)cc1	.	95	98	108	84	86	.	113
Cc1nc(Nc2ccc(Cl)cc2)sc1C(=O)/C=C/c1c(Cl)cccc1Cl	97	98	107	112	57	70	84	141

Molecules above with a thiophene ring, fused or not (3):
SMILES	HS 578T	LOX IMVI	MDA-MB-468	MDA-MB-231	T-47D	MCF7	BT-549	MALME-3M
CC(C)(C)OC(=O)CN1CCc2c(sc3ncnc(N/N=C/c4cccc5ccccc45)c23)C1	22	26	34	40	26	-25*	64	72
O=C(c1cccs1)N1CCN(c2ccccc2)CC1	106	99	109	120	107	101	.	119
Nc1c(C(=O)c2ccc(Br)cc2)sc(S)c1-c1nc2ccccc2s1	94	98	112	84	71	74	103	99

Structural class, the entries above containing an NH in an aromatic ring
SMILES	HS 578T	LOX IMVI	MDA-MB-468	MDA-MB-231	T-47D	MCF7	BT-549	MALME-3M
Cc1c[nH]c(=S)[nH]c1=S	99	95	93	99	79	97	105	98
O=c1ccn2nc3ccccc3c2[nH]1	134	96	96	91	95	107	98	87

Other results:
SMILES	HS 578T	LOX IMVI	MDA-MB-468	MDA-MB-231	T-47D	MCF7	BT-549	MALME-3M
Fc1cc(Nc2ccc3c(OCCCN4CCOCC4)cccc3n2)ccc1Cl	40	-79*	28	-19*	48	14	58	21
CC1=C(O)C(=O)C(C(C#N)(C#N)C(C#N)C#N)C1 (stereo unspecified)	99	96	102	124	107	92	95	113
O=S1(=O)CCN(C2CC2)CC1	104	102	104	109	80	105	96	105
CN1C(=O)N(C)C2C1NC(=O)N2/N=C/C=C/c1ccccc1[N+](=O)[O-] (stereo unspecified)	95	94	99	98	102	98	95	93
C[C@@H](O)[C@@H]1NC(=O)[C@@H](CCCCN)NC(=O)[C@H](Cc2c[nH]c3ccccc23)NC(=O)[C@@H](Cc2ccccc2)NC(=O)[C@H](NC(=O)[C@H](N)Cc2ccccc2)CSSC[C@H](C(=O)N[C@H](CO)[C@@H](C)O)NC1=O	96	92	99	80	107	94	109	98
CCOC(=O)C1OC2(CCCC2)OC1C(=O)OCC (stereo unspecified)	105	102	100	96	98	98	99	107
C[C@@H](C[C@H](CCOC(=O)N1CCOCC1)c1ccccc1)c1cc2ccccc2o1	90	95	69	100	90	90	96	81
Nc1nc(Cl)cc(SCc2ccc(Cl)cc2Cl)n1	110	102	.	99	117	103	110	118
Cn1ccc2c(c1=O)C(=O)c1nccc3c1c-2nc1ccccc13	97	-98*	-85*	-86*	85	-59*	87	89
O=c1[nH]c(O)c(/C=C2\C=Nc3ccccc32)c(=O)[nH]1	93	94	100	90	97	87	97	84
COC(=O)[C@@]1(C)CC[C@]2(C)CC[C@]3(C)C(=CC(=O)[C@@H]4[C@@]5(C)Cc6c(n(CC#CCN7CCNCC7)c7ccccc67)C(C)(C)[C@@H]5CC[C@]43C)[C@@H]2C1	108	122	111	105	104	95	110	102
COc1ccc2cc(-c3ccc(-c4ccc(C(=N)N)cc4)s3)ccc2c1	105	.	98	100	91	73	98	104
Cc1ccc(C(=O)c2ccccc2)c(C)c1	113	94	111	98	96	101	100	120
N/C(=N\C(N)=N\c1nc2ccccc2s1)c1cccc(F)c1	94[5 µM]	83[5 µM]	93[5 µM]	79[5 µM]	75[5 µM]	86[5 µM]	97[5 µM]	92[5 µM]
O=Cc1cccc(S(=O)(=O)O)c1	99	96	108	111	114	96	131	.
CC(C)(C)N/N=C(\C(=O)Nc1nc(=S)[nH][nH]1)C1C(=O)Nc2ccccc2S1=O (stereo unspecified)	89	92	111	97	99	102	123	108
O=C(Nc1cc(F)cc(F)c1)c1nc(-c2ccccc2)n(-c2cccc3ccccc23)n1	90	52	94	34	61	58	83	74
CN1C(=O)/C(=C/c2nccs2)SC1=S	86	63	65	87	46	38	90	82
O=C1NC(=O)/C(=C/c2cn(-c3ccccc3)nc2-c2ccccc2)S1	80&86	63&49	81	76&61	47&83	40&77	68&92	97&97
COc1ccc2c(c1)NC1=C(C(=O)OC1)C2c1cc(OC)c2c(c1)OCO2 (stereo unspecified)	14	19	-5.1*	11	54	18	32	53
Cc1nc2ccc(F)cc2c(=O)n1/N=C/N(C)C	93	.	103	106	103	95	124	100
NC(=NCCCC1(c2ccccc2)CCCC1)Nc1ccc(Cl)cc1	65	-50*	-83*	1.9*	3.0*	12	87	-49*
CC1(O)COCCCCOc2c(CN)cccc2NC(=O)c2nc(cnc2N)-c2ccc(cc2)S(=O)(=O)C(C)(C)C1 (stereo unspecified)	-53*	-86*	-35*	-76*	-20*	-79*	85	-87*
CC1(C)C/C(=C\c2cc(O)ccc2[N+](=O)[O-])C(=O)c2ccccc21	90	96	84	104	90	111	90	83
COc1ccc(C2CC(=O)Nc3cc4c(cc32)OCO4)cc1 (stereo unspecified)	93	95	87	89	74	94	89	100
O=C1NC(=O)/C(=C/c2ccc(Cl)c(Cl)c2)N1	15	88	92	94	73	88	85	106
Nc1c(C(=O)Nc2ccccc2)sc2nc3c(cc12)CCCCCC3	23	35	-25*	.	38	12	.	31
O=C(O)c1c[nH]c2cc(Cl)ccc2c1=O	102	95	103	78	98	89	.	.
COc1ccc(/C=N/Nc2ccnc3c(OC)cccc23)c2cccnc12	104	67	99	44	103	85	103	119
O=C1C=CC(c2ccccc2)(c2ccccc2)CC1	99	94	98	108	102	87	102	.
Cc1c(O)c(=O)ccn1-c1ccc(C=O)cc1	97	96	89	101	105	94	100	92
CCCCCC(C)(CC(=O)O)CC(=O)O	107	112	95	138	104	90	113	.
COc1ccc(-n2ncc3c2CCc2cc(S(=O)(=O)c4ccccc4)c(=O)n(C)c2-3)cc1	116	98	92	100	82	98	101	108
NC(=O)c1ccc[n+](CC(=O)c2ccccc2)c1	109	93	112	114	96	100	103	91
Nc1ccc(C(=O)O)cc1	117	105	103	101	118	106	98	114
CCCCCCCCCCCCC1CCC(=O)O1 (stereo unspecified)	108	94	105	103	74	93	97	98
Oc1ccccc1C=Nc1ccccc1N=Cc1ccccc1O.[Cu+2]	137	48	48	64	20	28	.	.
COc1ccc(Cn2cc3c(c2-c2cc(OC)c(OC)c(OC)c2)CCc2cnoc2-3)cc1	16	38	4.1*	14	41	.	42	.
O=C(O)COc1ccc(-c2ccc(Br)cc2)cc1	102	87	108	106	96	95	111	99
CSc1nnc(-c2cnn3c2NC(c2ccccc2)C3)n1-c1ccc(C(F)(F)F)cc1 (stereo unspecified)	65	61	71	65	54	27	86	70
COc1ccc2[nH]cc(-c3nc(N)nnc3-c3c[nH]c4ncc(Br)cc34)c2c1	20	.	36	63	52	44	69	43
CC(C)(C)N1CCC1C(N)=O (stereo unspecified)	111	.	108	112	100	104	.	90
NC(=O)c1cc(NCc2cc(O)ccc2O)ccc1O	99	97	93	98	102	92	102	107
C[C@@H]1[C@H](CCO)[C@H]1CCc1ccccc1	99	92	97	93	89	98	96	94
Cc1ccc2c(ccc(CC(=S)[S-])[n+]2C)c1	91	95	88	101	78	93	155	113
CCOC(=O)C1=C(C)NC(SCc2nnc(-c3ccc(Cl)cc3)o2)=NC1c1ccc(Cl)cc1 (stereo unspecified)	84	77	49	63	50	49	75	82
c1cc(C2CCCCC2)ccc1OCCCCCCN1CCNCC1	52	-90*	1.6*	33	23	-31*	83	53
CC(C)(C)c1ccc(NCc2cn(-c3ccc(C(=O)O)cc3)nc2-c2cc(C(F)(F)F)cc(C(F)(F)F)c2)cc1	70	91	102	92	62	77	99	71
COc1cc(OC)cc(-c2cncn2-c2ccc(-c3nc4cc(OC)c(OC)c(OC)c4s3)cc2)c1	87	46	59	66	46	27	70	61
C=CCNC(=S)N/C=C(/C(=O)c1ccccc1)c1ccccc1	103	98	102	107	99	98	98	.
CCOC(=O)CCCN1C/C(=C\c2ccccc2)C(=O)c2ccccc21	85	113	90	98	75	100	93	105
Cn1cc(C(c2coc3cc(F)ccc3c2=O)c2cn(C)c3ccccc23)c2ccccc21	108	106	105	99	103	97	109	95
COC(=O)[C@]1(C)CCC[C@]2(C)[C@H]3C[C@H]4[C@H]5[C@@H]6C/C(=C\c7cccc(OC)c7OC)C(=O)[C@H]5[C@@]3(CC[C@H]21)C[C@@]4(C(C)C)O6	80	.	83	70	57	78	82	87
CC1(C)CC(=O)C(c2ccccc2)(c2ccccc2)C(=O)C1	100	93	103	103	91	105	144	116
Nc1cc(S(=O)(=O)O)c(O)c2c1C(=O)c1c(O)c(S(=O)(=O)O)cc(N)c1C2=O	104	99	96	108	88	92	100	111
COc1ccc(Br)c([N+](=O)[O-])c1	93	99	94	.	.	95	100	104
C[C@H]1[C@H](C)CC[C@]2(C(=O)O)CC[C@]3(C)C(=CC[C@@H]4[C@@]5(C)C/C(=C/c6ccccn6)C(=O)C(C)(C)[C@@H]5CC[C@]43C)[C@H]12	93	78	42	92	74	65	86	91
O=C1c2cc3c(cc2-c2c1c1ccc(F)cc1c(=O)n2C[C@H](O)[C@H](O)[C@H](O)CO)OCO3	-8.2*	-34*	-40*	-1.2*	-15*	0.4*	-11*	-49*
COc1ccc2oc(=O)cc(C(c3ccc[nH]3)c3ccc[nH]3)c2c1	19	7.6*	5.5*	13	22	14	-13*	50
O=C(O)c1ccc(-n2c(=O)n(-c3cccc(C(F)(F)F)c3)c(=O)c3cc(-c4ccc(F)cc4F)ccc32)cc1	-4.8*	6.0*	-4.5*	-26*	-5.8*	1.5*	-3.5*	-13*

Record cards (already shown):
Profile of C[C@@H]1[C@H](CCO)[C@H]1CCc1ccccc1 → HS 578T: 99; LOX IMVI: 92; MDA-MB-468: 97; MDA-MB-231: 93; T-47D: 89; MCF7: 98; BT-549: 96; MALME-3M: 94
Profile of COc1ccc2oc(=O)cc(C(c3ccc[nH]3)c3ccc[nH]3)c2c1 → HS 578T: 19; LOX IMVI: 7.6*; MDA-MB-468: 5.5*; MDA-MB-231: 13; T-47D: 22; MCF7: 14; BT-549: -13*; MALME-3M: 50

The list continues:
SMILES	HS 578T	LOX IMVI	MDA-MB-468	MDA-MB-231	T-47D	MCF7	BT-549	MALME-3M
N#Cc1ccc(NS(=O)(=O)c2ccc(-c3cnc(C4CC4)o3)cc2)cc1	94	102	79	82	.	90	101	95
COc1ccc(-c2nnc(COc3ccc(NS(=O)(=O)c4ccc(OC)cc4)cc3F)o2)cc1	88	86	.	83	32	70	85	79
N#CCC1CCCC1	106	97	97	104	101	93	112	114
COc1ccc(C2C(C#N)(C#N)C2(C#N)C#N)cc1	104	98	112	101	98	93	95	87
C=C(C)[C@@H]1CC[C@]2(C(=O)n3ccnc3)CC[C@]3(C)[C@H](CC[C@@H]4[C@@](C)(CCC(=O)O)[C@H](C(=C)C)CC[C@]43C)[C@@H]12	97	94	105	100	86	89	99	101
CC1CCc2c(sc3nc(SCC(=O)c4ccccc4)n(-c4ccccc4)c(=O)c23)C1 (stereo unspecified)	112	89	88	92	103	90	97	114
O=C(CN1C(=O)c2ccccc2C1=O)Nc1ccccc1	93	108	104	108	96	93	.	106
CCOC(=O)C(C)(c1ccccc1)c1ccccc1	111	102	109	111	99	100	.	112
O=C/C=C/c1ccc([N+](=O)[O-])cc1	100	84	108	.	.	90	116	100
C/C=C(C)/C=N/NC(=O)C(=O)N/N=C/C(C)=C/C	.	89	106	89	104	107	107	104
O=C(Oc1ccccc1)c1ccccc1C(=O)Oc1ccccc1	.	103	103	103	98	103	110	114
